RGS7-Gao: regulators of human RGS7-Galphao interaction | binding response (% of control), % at 10 µM | actives 0.35% (n = 220,000) | AID 1439 | Multiplexed bead flow cytometry, RGS7-Galphao binding; actives lie on both sides | P09471; in the data active = binding response below about 49% or above about 150%; inconclusive = no clear call, values can overlap the other calls; inactive = in between;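 also: fluorescent Galphao held in activated GDP-AlF4 state binding bead-coupled RGS7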
Target sequence (P09471 whole entry, looked up): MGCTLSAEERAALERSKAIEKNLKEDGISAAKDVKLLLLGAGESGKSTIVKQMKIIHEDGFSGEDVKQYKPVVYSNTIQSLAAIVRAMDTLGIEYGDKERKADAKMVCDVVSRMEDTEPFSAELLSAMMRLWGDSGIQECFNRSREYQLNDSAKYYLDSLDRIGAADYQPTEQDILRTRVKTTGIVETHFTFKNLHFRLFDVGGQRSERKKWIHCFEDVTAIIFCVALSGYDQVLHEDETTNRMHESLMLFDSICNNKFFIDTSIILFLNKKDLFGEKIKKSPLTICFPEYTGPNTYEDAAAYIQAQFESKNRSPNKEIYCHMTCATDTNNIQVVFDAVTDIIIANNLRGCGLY
RGS8-Gao: modulates binding of RGS8 to human Galphao | P09471 | multiplexed bead flow cytometry; actives lie on both sides | response (percent of control binding), % at 10 µM | actives 0.34% (n = 220,000) | AID 1423; in the data active = response below about 60% or above about 140%; inactive = in between;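 also: Galphao activated as the GDP aluminium fluoride complex binding bead-coupled RGS8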
RGS4-Gao reg: human RGS4-Galphao interaction regulation; Multiplexed bead flow cytometry, RGS4-Galphao binding; actives lie on both sides; binding response (% of control), % at 10 µM; actives 0.33% (n = 220,000); in the data active = binding response below about 49% or above about 150%; inactive = in between;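 also: fluorescent Galphao activated with aluminum fluoride binding bead-coupled RGS4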
* = called active by the depositor; ? = inconclusive; · = no result given. An excerpt, so the mix of outcomes need not match the whole.

Fields – RGS7-Gao, RGS8-Gao, RGS4-Gao reg
[1] Cc1nc2ccccn2c1-c1ccnc(SCc2ccc(Cl)cc2)n1
    ?, 103, 104
[2] COc1ccc(C(=O)Nc2cnn(Cc3c(F)cccc3Cl)c2)cc1OC
    ?, 104, 106
[3] CN(Cc1ccccc1)c1c([N+](=O)[O-])c(=O)n(C)c2ccccc12
    ?, 99, 97
[4] CSc1nsc(SC)c1C(N)=O
    ?, 101, 101
[5] Cn1nc(-c2ccccn2)nc2c(=O)n(C)c(=O)nc1-2
    ?, 90, 89
[6] CCC(COC(C)=O)Nc1nc2c([nH]1)c(=O)n(C)c(=O)n2C (stereo unspecified)
    ?, 99, 100
[7] Cc1ccc2[nH]c(=O)c3cc(C(=O)N(C)c4ccccc4C)sc3c2c1
    ?, 91, 86
[8] Cc1nc(SCC(=O)NC2CCCCC2)[nH]c(=O)c1C
    ?, 98, 102
[9] COc1cccc(C2(O)CCN(C(=O)C(C)C)CC2)c1
    ?, 106, 109
[10] Cc1ccc(NC(=O)C(=O)NCCCN2CCOCC2)c(C)c1
    ?, 100, 99
[11] Nc1nc(NCc2ccco2)nc(N2CCN(Cc3ccccc3)CC2)c1[N+](=O)[O-]
    ?, 96, 85
[12] CCN1CCN(c2cc(C)c3cc(NC(=O)c4cccc(OC)c4)ccc3n2)CC1
    ?, 100, 103
[13] Cc1ccc(/C=C/C(=O)N2CCN(S(=O)(=O)/C=C/c3ccccc3)CC2)o1
    ?, 106, 111
[14] COC(C/C=C\[C@@H](O)COCc1ccccc1)OC
    ?, 101, 101
[15] NC(=O)c1ccc(Oc2ccc(Cl)cc2)c([N+](=O)[O-])c1
    ?, 101, 108
[16] CCOC(=O)NNC(=S)Nc1c(C)n(C)n(-c2ccccc2)c1=O
    ?, 101, 98
[17] Cc1ccsc1/C=N/NC(=O)c1cccnc1
    ·, 98, 116
[18] COCC1=C(C(=O)OC)C(c2ccco2)n2ncnc2N1 (stereo unspecified)
    ?, 98, 100
[19] FC(F)(F)c1cccc(-n2c(Cn3nnc4ccccc43)n[nH]c2=S)c1
    ?, 100, 91
[20] NS(=O)(=O)c1ccc(CNC(=O)c2cnccn2)cc1
    ?, 99, 98
[21] CCCCC1=CC2=CC(=O)C(C)(OC(=O)CC)C(=O)C2=CN1Cc1ccc(OC)cc1 (stereo unspecified)
    ?, 105, 104
[22] Nc1c(Cl)ncnc1N/N=C/c1cccnc1
    ?, 100, 97
[23] COC(C/C=C/[C@@H](O)COCc1ccccc1)OC
    ?, 102, 102
[24] COc1ccccc1C1c2[nH]c3ccccc3c2CCN1Cc1ccc(NC(C)=O)s1 (stereo unspecified)
    ?, 103, 103
[25] COCCNC(=O)c1cc(Sc2nnc(C)s2)nc2ccccc12
    ?, 60*, 36*
[26] Brc1ccc(C2=CC(c3ccco3)n3nnnc3N2)cc1 (stereo unspecified)
    ?, 98, 98
[27] CCC1=C(OC(=O)N(CC)CC)N2C(=O)OC(=NCCOC)[C@]2(Cc2ccccc2)[C@H]2C1=CC[C@H]1C(=O)NC(=O)[C@H]12
    ?, 99, 101
[28] CC(C)(ONC(=O)Nc1ccccc1Cl)C(=O)O
    ?, 101, 102
[29] O=C(O)c1sccc1S(=O)(=O)N1CCN(c2ccc(C(F)(F)F)cn2)CC1
    ?, 100, 101
[30] COc1cc(OC)c2c(-c3ccccc3)cc(=O)oc2c1C(CC(=O)N1CCOCC1)c1ccc2c(c1)OCO2 (stereo unspecified)
    ?, 101, 104
[31] C=CCNc1nc(-c2cccs2)c(CC(=O)O)s1
    ?, 105, 103
[32] COc1ccc(Cl)cc1NC(=O)c1cc(-c2ccc(C)cc2O)n[nH]1
    ?, 104, 113
[33] CC(C)(C)c1ccc2c(c1)OC(C(=O)N/N=C/c1ccc([N+](=O)[O-])o1)CO2 (stereo unspecified)
    ?, 97, 98
[34] CCN1CCN(c2nc3c(C)cccn3c(=O)c2/C=C(\C#N)S(=O)(=O)c2ccc(Cl)cc2)CC1
    ?, 98, 98
[35] O=C(/C=C/c1cccc([N+](=O)[O-])c1)N1CC[C@@]2(O)CCCC[C@H]2C1
    ?, 98, 97
[36] CN(C)c1ccc(/C=C/c2cccc[n+]2[O-])cc1
    ?, 101, 97
[37] Cn1c(O)c(/C=C2\C=Nc3ccccc32)sc1=Nc1ccc(C(=O)O)cc1
    ?, 100, 99
[38] COc1ccc(C(=O)NCC2(c3ccccc3)CCOCC2)cc1
    ?, 99, 98
[39] O=C(Nc1nnc(CCN2CCCCC2)s1)c1ccc(Cl)cc1Cl
    ?, 101, 103
[40] COc1ccccc1-c1cn[nH]c1-c1ccc(OCc2ccccc2F)cc1O
    ?, 102, 94
[41] CCS(=O)(=O)c1ccc(O)c(NC(=O)Nc2ccc(C(C)(C)C)cc2)c1
    ?, 99, 99
[42] O=c1c(-c2c(O)cc(O)c3c(=O)cc(-c4ccc(O)cc4)oc23)c(-c2ccc(O)cc2)oc2cc(O)cc(O)c12
    ?, 100, 98
[43] CC1=NN(c2ccccc2)C(=O)/C1=C\c1sccc1C
    ?, 98, 95
[44] Cc1cc(-c2nnc(SCC(=O)Nc3ccccc3)n2C)no1
    ?, 98, 98
[45] O=C(NC1CCCCNC1=O)c1ccccc1 (stereo unspecified)
    ?, 98, 96
[46] CC(C)C[C@H](NC(=O)c1[nH]cnc1C(=O)N[C@@H](C)C(=O)OC(C)(C)C)C(=O)OCc1ccccc1
    ?, 95, 82
[47] CCCCCn1c(=O)c(C(=O)OCC)c(Cl)c2ccccc21
    ?, 95, 99
[48] O=C(Nc1csc([N+](=O)[O-])c1)Nc1ccccc1Cl
    ?, 101, 98
[49] COCC1CCN(Cc2cn[nH]c2-c2ccc(OC)c(F)c2)C1 (stereo unspecified)
    ?, 105, 100
[50] Nc1ccccc1SC1CC(=O)N(c2ccccc2Cl)C1=O (stereo unspecified)
    ?, 101, 101
[51] Nc1nccc(-c2cc(-c3ccc(Cl)cc3Cl)no2)n1
    ?, 100, 98
[52] O=C(Cn1nnc2ccccc21)OCC(=O)c1ccc(F)cc1
    ?, 104, 99
[53] O=S(=O)(CC(O)CS(=O)(=O)c1ccc(Cl)cc1)c1ccccc1 (stereo unspecified)
    ?, 99, 102
[54] Cc1cc(N2C(=O)c3ccccc3C2=O)n(C)n1
    ?, 98, 94
[55] Cc1ccc(/C=N/NC(=O)c2ccco2)cc1
    ?, 99, 100
[56] Cc1cc([N+](=O)[O-])nn1CC(=O)N/N=C/c1ccccc1F
    ·, 98, 99
[57] CCCC1=C(C(=O)OCC)C(c2cccs2)n2ncnc2N1 (stereo unspecified)
    ?, 112, 120
[58] CC(C)(C)c1ccc(NC(=O)N2CCCN(c3ccc([N+](=O)[O-])cn3)CC2)cc1
    ?, 102, 100
[59] Cc1nn2c(N3CCN(C)CC3)cc(C(C)(C)C)nc2c1-c1ccccc1
    ?, 104, 102
[60] Cc1cccn2cc(-c3ccc4c(c3)NC(=O)CO4)nc12
    ?, 100, 97

Next part
Fields – RGS7-Gao, RGS8-Gao, RGS4-Gao reg
[61] Cn1ncc(Br)c1NC(=O)Nc1ccc(OC(F)(F)F)cc1
    ?, 103, 96
[62] CC1=[N+]([O-])C(C)(C)N(O)C1(C)C
    ?, 99, 99
[63] Cc1nc(-c2c(C(=O)NNC(=O)Nc3c(C)cccc3C)noc2C)cs1
    ?, 103, 106
[64] COc1ccc2c(c1)O/C(=C\c1ccco1)C2=O
    ?, 99, 99
[65] CCN(CC)CCCN1C=C2C(=O)C(C)(OC(=O)C3CCCC3)C(=O)C(c3ccccc3)=C2C=C1CCCC(=O)OC (stereo unspecified)
    ?, 106, 100
[66] Cc1nc(-c2ccc(Cl)cc2)sc1C(=O)NN
    ?, 102, 99
[67] CC(=O)c1sc(NC(=O)COc2ccc(Cl)cc2C)nc1C
    ?, 100, 101
[68] O=C(O)c1cccc(CSc2ncn[nH]2)c1
    ?, 101, 99
[69] COc1cc(/C=C/C(=O)OCC(=O)Nc2ccc(S(N)(=O)=O)cc2)ccc1O
    ?, 97, 97
[70] Cc1cc(/C=C(\C#N)C(=O)NCc2ccco2)c(C)n1-c1cccnc1
    ·, 107, 116
[71] Cc1c([N+](=O)[O-])c(N)nn1C
    ?, 103, 98
[72] CCC1=Nc2cc(C(=O)NCc3cccnc3)ccc2Sc2ccc(C)cc21
    ?, 101, 99
[73] NC(=O)c1ccc(NC(=O)COC(=O)/C=C/c2ccc3c(c2)OCO3)cc1
    ?, 100, 101
[74] NC(=O)CC(NC(=O)c1ccc(Br)cc1)c1ccc(N2CCN(c3ccccn3)CC2)c([N+](=O)[O-])c1 (stereo unspecified)
    ?, 108, 115
[75] O=[N+]([O-])c1ccc(OCC2CC(c3ccccc3)=NO2)cc1 (stereo unspecified)
    ?, 101, 92
[76] CNC(=O)c1cccc2nc3ccccc3nc12
    ?, 97, 98
[77] Cc1ccc(NC(=S)Nc2ccccn2)cc1C
    ?, 101, 99
[78] Cc1sc2ncnc(SCC(=O)c3ccc(O)cc3O)c2c1C
    ?, 106, 100
[79] Cc1cc(O)c(C(C)C)cc1N=Nc1ccccc1C(=O)O
    ?, 99, 91
[80] CNC(=O)NNC(=O)c1nc(-c2ccccc2)c(C)o1
    ?, 101, 100
[81] Cc1nnsc1-c1c(C(=O)O)c(C)nn1-c1ccc(OC(F)(F)F)cc1
    ?, 100, 98
[82] S=C(Nc1ccccn1)NC1CCCCC1
    ?, 104, 102
[83] Cc1ccc(NC(=O)CSc2ncnc3ccccc23)cc1S(=O)(=O)N1CCOCC1
    ?, 92, 86
[84] C=C(C)C(=O)N1CC2(CC(c3cccc(NC(=O)CCCCC)c3)=NO2)C[C@H]1C(N)=O (stereo partly specified)
    ?, 103, 98
[85] C/C=C(\C)C(=O)Nc1cccc(C2=NOC3(C2)C[C@H](C(N)=O)N(C(=O)C(c2ccccc2)c2ccccc2)C3)c1 (stereo partly specified)
    ?, 100, 98
[86] COc1ccc(CN2C(=O)CS/C2=N/N=C/c2cccs2)cc1
    ?, 96, 95
[87] COc1cc(OC)c2c(-c3ccccc3)cc(=O)oc2c1C(CCN1CCCCC1)c1ccc(N(C)C)cc1 (stereo unspecified)
    ?, 103, 106
[88] C=C(C)c1cccc(C(C)(C)NC(=O)Nc2nnc(C(C)C)s2)c1
    ?, 102, 100
[89] CCNc1nc(N)c(C(=O)C23CC4CC(CC(C4)C2)C3)s1
    ?, 97, 97
[90] COc1cccc(NC(=O)C/C(C)=N/NC(=O)c2ccccc2Cl)c1
    ?, 99, 99
[91] Cc1ccc(S(=O)(=O)NCC(c2ccccc2)N2CCCCC2)cc1 (stereo unspecified)
    ?, 104, 102
[92] CC(C)CNc1nnnc2c1sc1nc(N3CCOCC3)c3c(c12)CCCC3
    ?, 99, 96
[93] CC1CC(C)CN(CCCNC(=O)c2cn(C)c3ccc(S(=O)(=O)N4CCCC4)cc3c2=O)C1 (stereo unspecified)
    ?, 100, 100
[94] Cc1cnc(C(=O)N2CCN(c3ccc(C(F)(F)F)cn3)CC2)cn1
    ?, 99, 95
[95] CC1Cc2ccccc2N1CC(=O)Nc1ccc(S(=O)(=O)N(C)C)cc1 (stereo unspecified)
    ?, 102, 99
[96] COc1ccc(C(c2c(O)nc[nH]c2=O)c2c(O)nc[nH]c2=O)cc1
    ?, 100, 102
[97] CC(=O)NCC(O)c1ccc([N+](=O)[O-])cc1 (stereo unspecified)
    ?, 106, 101
[98] O=C(O)CCCNC(=O)CCCn1nnc2ccccc2c1=O
    ?, 99, 99
[99] COc1ccc(C(=O)NC(=S)Nc2cccc3nc(C)ccc23)cc1OC
    ?, 102, 111
[100] COc1cc(O)c(C(CC(=O)N2CCN(c3ccccc3)CC2)c2ccc(N(C)C)cc2)c(OC)c1 (stereo unspecified)
    ?, 101, 106
[101] CC(C)NC(=O)N(Cc1ccccc1)Cc1cccs1
    ?, 103, 107
[102] COC(=O)c1[nH]c2ccccc2c1NC(=O)c1c(F)cccc1F
    ?, 99, 102
[103] CCOC(=O)C(C)Oc1cccc2c(=O)n(CC(=O)NCCc3ccccc3)ccc12 (stereo unspecified)
    ?, 99, 90
[104] CC(=O)c1cn(C)c(=O)c2ccccc12
    ?, 97, 96
[105] CCOc1ccc(NC(=O)N[C@@H](Cc2ccccc2)C(=O)O)cc1
    ?, 101, 100
[106] COc1ccc2c(c1)c(/C=N/Nc1nc3ccccc3[nH]1)c(C)n2C
    ?, 106, 101
[107] Cc1cc(C2=NNC(=Nc3ccc(S(=O)(=O)N4CCOCC4)cc3)SC2)c(C)n1C
    ·, 96, 97
[108] O=C(CSc1n[nH]c(=O)[nH]c1=O)NC1CCCCC1
    ?, 102, 111
[109] CCOc1ccccc1NC(=S)N(CCOC)C1CCN(C(C)=O)CC1
    ?, 100, 96
[110] COC(=O)c1ccc(C(=O)OC)c(NC(=S)N2CCN(C(=O)C3CCCO3)CC2)c1 (stereo unspecified)
    ?, 108, 102

Quoted at random: 6 records from the list, in no set order.
Fields – RGS7-Gao, RGS8-Gao, RGS4-Gao reg
[96] COc1ccc(C(c2c(O)nc[nH]c2=O)c2c(O)nc[nH]c2=O)cc1
    ?, 100, 102
[95] CC1Cc2ccccc2N1CC(=O)Nc1ccc(S(=O)(=O)N(C)C)cc1 (stereo unspecified)
    ?, 102, 99
[110] COC(=O)c1ccc(C(=O)OC)c(NC(=S)N2CCN(C(=O)C3CCCO3)CC2)c1 (stereo unspecified)
    ?, 108, 102
[102] COC(=O)c1[nH]c2ccccc2c1NC(=O)c1c(F)cccc1F
    ?, 99, 102
[98] O=C(O)CCCNC(=O)CCCn1nnc2ccccc2c1=O
    ?, 99, 99
[97] CC(=O)NCC(O)c1ccc([N+](=O)[O-])cc1 (stereo unspecified)
    ?, 106, 101

High-throughput results deposited in PubChem by NMMLSC.
